Source: PubChem BioAssay (National Center for Advancing Translational Sciences (NCATS))
HT1080 IDH1KD tx: toxicity to HT-1080 IDH1 knockdown cells (counter line); AID 686971; HT-1080 IDH1 knockdown viability, ATP luminescence, 48 h; hit rate 2% among 360,000; Potency, µM (series often up to 46.1 µM), for inactives: at the top dose activity, negative = toxicity, hits mostly cytotoxic;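 note: potency is the fitted concentration of half-maximal effect; 0% = DMSO wells and -100% = cell-free medium wells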
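Using the IDH1-knockdown HT-1080 line run in the same batch and compound series as the NT line, viability after 48 h at 37 °C was determined by CellTiter-Glo luminescence and expressed as % activity.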
IL1B secr inh: inhibitors of inflammasome signaling (IL-1 beta secretion); THP-1 LPS/ATP IL-1B secretion, AlphaLISA, 16 h; stronger effect = lower value; activity change, % at 57.5 µM; hit rate 4.7% among 360,000; in the data active = activity change below about -50%; inconclusive = mostly about -30% to -49%; note: % is set by controls: 0 for no effect and ±100 for the full control effect
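Secreted IL-1B measured by AlphaLISA bead assay after 16 h compound exposure of THP-1 cells; compounds (final up to 57.5 uM) added 1 h before LPS (250 ng/mL) and ATP (1.25 mM) stimulation; lower signal means less secretion.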
KB-3-1 cytotox: kills parental KB-3-1 adenocarcinoma cells. KB-3-1 viability, CellTiter-Glo ATP luminescence, 72 h. Potency, µM (titrated, usually from 46.1 µM), inactives show at the top dose activity change, negative = cytotoxic, actives largely listed as cytotoxic. hit rate 1.4% among 400,000. AID 1347075; note: potency is the fitted concentration of half-maximal effect; % is set by controls: 0 for no effect and ±100 for the full control effect; nearly all actives have a fitted effect of over 60% in size
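Cytotoxicity measured as CellTiter-Glo luminescence after 72 h at 37 C. Compound titrations were pinned onto drug-naive KB-3-1 parental adenocarcinoma cells grown in DMEM with 10% FBS, and normalized data fitted to concentration-response curves.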
ATXN2 expr inh: reduces ATXN2 reporter expression in HEK-293 cells | HEK-293 ATXN2-luciferase reporter, luminescence, 24 h | Potency, µM (titrated, usually from 57 µM), without a hit: top-dose activity change, negative = inhibition, hits mostly inhibitors | AID 1745845 | hit rate 0.72% among 360,000; note: potency is the fitted concentration of half-maximal effect; % is set by controls: 0 for no effect and ±100 for the full control effect; nearly all actives have a fitted effect of over 55% in size
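ATXN2-luciferase reporter cells (luciferase flanked by upstream and downstream ATXN2 gene portions) were treated 24 h at 37 °C with compounds at up to 57 uM. SteadyGlo luminescence gave expression; GF-AFC fluorescence gave viability.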
SW480 rereplic: induces DNA re-replication in SW480 colon adenocarcinoma cells; SW480 DNA re-replication, Hoechst DNA content imaging, 48 h; Potency, µM (doses to about 46.1 µM), inactives show at the highest dose re-replication activation, hits mostly activators; hit rate 1.8% among 340,000; AID 624297; note: potency is the fitted concentration of half-maximal effect; % of control where 0% means no effect; nearly all actives have a fitted effect of over 55% in size
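Per well, 250 cells were exposed to pinned compound for 48 hr. Nuclear DNA was visualised with Hoechst (40 min, 37 C) and total object intensity recorded by fluorescence scanning.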
HT1080-NT tox: kills 2HG-producing HT-1080-NT fibrosarcoma cells; HT-1080-NT fibrosarcoma viability, CellTiter-Glo ATP luminescence, 48 h; Potency, µM (doses to about 46.1 µM), for inactives: at the top dose activity, negative = less viability, most hits filed as cytotoxic; hit rate 1.6% among 360,000; AID 686970;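 note: NT is the 2HG producing partner of a matched IDH1 knockdown line; potency is the fitted concentration of half-maximal effect; 0% = DMSO-treated cells and -100% = media-only wells without cells; nearly all actives have a fitted effect of over 55% in size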
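Luminescent CellTiter-Glo readout after 48 hours of compound exposure at 37 degrees C defined viability of HT-1080-NT cells. Activity was normalized to DMSO wells and cell-free media wells; concentration-response curves were fitted and assigned curve classes.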
ATXN viability: reduces viability in counter-screen for ATXN expression inhibitors | S2 cells (HEK-293 line with an ATXN2-luciferase reporter) viability, CellTiter-Fluor protease fluorescence, 24 h | Potency, µM (series often up to 56.7 µM), usual class: cytotoxic | hit rate 0.49% among 400,000 | AID 651635; note: potency is the fitted concentration of half-maximal effect; nearly all actives have a fitted effect of over 40% in size
MCF10A rereplic: induces DNA re-replication in MCF 10a normal breast cells | MCF 10A DNA re-replication, Hoechst nuclear intensity, 48 h | Potency, µM (highest dose often 46.1 µM), without a hit: top-dose activity, positive = re-replication, hits mostly activators | hit rate 2.9% among 350,000; note: potency is the fitted concentration of half-maximal effect; % of control where 0% means no effect; nearly all actives have a fitted effect of over 50% in size
HepG2 viability: counter-screen for TGF-b inhibitors: cytotoxicity in HepG2 cells; AID 588856; HepG2 CAGA-GFP viability, ATP luminescence, 18 h; hit rate 0.76% among 410,000; Potency, µM (top dose mostly 46.1 µM), for inactives: at the highest dose activity change, negative = cytotoxicity, usual class: cytotoxic; note: potency is the fitted concentration of half-maximal effect; some results filed as inactive show a strong effect at the top dose
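CellTiter-Glo luminescence gave cytotoxicity after 18 hours at 37 degrees C. The cells were HepG2 CAGA-GFP in 1% FBS DMEM, stimulated with 500 pg/mL TGF-beta after compound addition. %Activity was normalised to no-cell wells (complete cell-killing) and DMSO (no toxicity), and curves were fitted and classified.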
* = called active by the depositor; i = inactive; ? = inconclusive; . = no result given; & = joins results of further samples; [ ] = dose if it differs, or a comment. Unless noted, calls come from the whole dose curve; as a rule, active = well fitted curve in the direction sought with a large enough effect; inconclusive = small, poorly fitted or top-dose-only effect, or another doubt; inactive = no such curve, though single readings can be large; an effect the other way counts as inactive or inconclusive.

SMILES	HT1080 IDH1KD tx	IL1B secr inh	KB-3-1 cytotox	ATXN2 expr inh	SW480 rereplic	HT1080-NT tox	ATXN viability	MCF10A rereplic	HepG2 viability
O=S(=O)(c1ccc2ccccc2c1)N1C=CC(C(F)(F)F)=NCC1	1%	4	2%	-2%	-8%	-8%	i	8%	-6%
CCC(C(=O)NCCCN1CCOCC1)n1c2ccccc2c2nc(=O)cc(C)n21 (stereo unspecified)	1%	5	12%	12%	-1%	6%	i	1%	2%
COC(=O)c1nc(-c2ccc(C)cc2)[nH]c1C(C)(C)C	-2%	?	-5%	-12%	.	-4%	i	.	3%
Nc1ncccc1OCc1ccc(Cl)c(Cl)c1	-17%	?	?	24%	-6%	0%	i	11%	-58%
CCOCCCn1c(=N)c(S(=O)(=O)c2ccccc2)cc2c(=O)n3cc(C)ccc3nc21	14%	21	5%&20%	-1%&0%	5.8µM*	6%	i	8.2µM*	-8%&-1%
Cc1c(NS(=O)(=O)c2cccc(C(=O)OCC(=O)c3ccc(Cl)cc3)c2)c(=O)n(-c2ccccc2)n1C	2%	15	-1%	10%	3%	6%	i	10%	-28%
CCCCOC(=O)C1C2CCC(O2)C1C(=O)OCC (stereo unspecified)	0%	24	.	2%	-1%	-10%	i	-4%	-8%
c1cc(CNC23CC4CC(CC(C4)C2)C3)ccn1	16%	37	1%	-3%	0%	15%	i	-1%	-1%
OC(COc1cccc2ccccc12)CN1CCN(c2ccccc2Cl)CC1 (stereo unspecified)	?	-8	0%	.	?	?	i	18µM*	-11%
COc1ccccc1COCC(O)CN1CCCCC1CO (stereo unspecified)	-1%	44	-11%	-8%	-1%	2%	i	9%	-10%
COc1ccccc1CNc1ncnc2cc(Cl)ccc12	-18%	55	-24%	-8%	-2%	-12%	i	0%	-20%
C=CCCCCCCCCC(=O)Nc1c[nH]c(=O)[nH]c1=O	-5%	13	5%	-9%	-3%	-16%	i	19%	-2%
O=C(CSc1cccc[n+]1[O-])NN(c1ccccc1)c1ccccc1	10%	-1	-14%	39%[activator]	?	1%	i	-1%	0%
CC(NC(=O)Cn1c(=O)oc2cc(S(=O)(=O)NCc3ccccc3)ccc21)c1ccccc1 (stereo unspecified)	.	.	-25%	-19%	.	.	?	.	-21%
C[C@H]1CN([C@@H](C)CO)C(=O)CCCn2nncc2CO[C@H]1CN(C)C(=O)c1ccc(N2CCN(C)CC2)cc1	1%	17	-15%	-1%	.	-4%	i	.	-3%
Cn1c(C(=O)N2CCCCCC2)cc2c(=O)n(C)c3ccccc3c21	3%	-14	-3%	3%	-2%	7%	?	-1%	6%
CCc1cc(C(=O)OC)c(NC(=O)C2CC(=O)NN2Cc2ccccc2)s1 (stereo unspecified)	-4%	-6	-7%	-13%	3%	3%	i	0%	-26%
Cc1ccccc1NS(=O)(=O)c1cccc(-c2nnc(-c3ccccc3)o2)c1	1%	3	5%	.	-18%	19%	.	14%	-27%
CCn1cc(C(=O)N2CCCC(CO)(Cc3ccccc3C)C2)cn1 (stereo unspecified)	15%	32	12%	1%	2%	12%	i	1%	7%
CCN1CCN(CC(=O)n2c3c(c4ccccc42)CC(C)CC3)CC1 (stereo unspecified)	0%[9.24 µM]	-12	-10%	-15%	-1%	?	i	10%	-30%
COc1ccc(C#Cc2c(-c3ccsc3)oc3ccc(N4CCOCC4)cc23)cc1	5%	-8	0%	0%	5%	-1%	i	16µM*	-28%
Cc1ccc(Cl)cc1NC(=O)C1CC(=O)N(C(C)C)C1 (stereo unspecified)	?	18	22%	-10%	-1%	12%	i	20%	2%
COc1ccc(CCN2C(=O)C3CC=C(C)CC3C2=O)cc1OC (stereo unspecified)	17%	1	-1%	-8%	3%[9.22 µM]	5%	i	23%	5%
Cc1ccc(C)c(Cn2c(=O)n(CCCC(=O)NCc3ccco3)c(=O)c3ccccc32)c1	13%	35	?	-4%	1%&2%	18%	i	14%&-39%	5%
O=C(Nc1cccc(F)c1)C1CCN(c2nnnn2-c2ccccc2)CC1	-7%	?	?	-15%	?	0%	i	?	-8%
CCOc1cc(NC(=O)C2CC2)c(OCC)cc1NC(=O)c1cccc(F)c1	9%	27	-9%	-19%	-9%	1%	i	23%	3%
Cn1c(=O)cc(OCCCC(=O)NCc2ccc3c(c2)OCO3)c2ccccc21	-3%	4	0%	24%	-6%	-10%	i	-3%	-5%
OCCN1CCN(Cc2cccc(Oc3ccc(Cl)cc3)c2)CC1	?	-9	-2%	0%	1%	?	i	?	-30%
CCn1c(SCC(=O)Nc2cccc(C(C)=O)c2)nnc1C(C)C	-1%	-15	-1%	-4%	-1%	-5%	i	0%	-19%
COc1ccnc(Oc2cccc(C(F)(F)F)c2)c1C(=O)N/C=N/OCc1ccccc1F	?	-59*	0%	?	-6%	-19%	i	13%	-23%
O=C(O)CN(c1ccccn1)S(=O)(=O)c1ccccc1	19%	5	5%	9%	-6%	10%	i	-3%	0%
O=C(/C=C/c1ccc(OC(F)F)cc1)OCC(=O)N1CCC(c2ccccc2)=N1	15%	5	-4%	.	-15%	3%	?	0%	-7%
c1ccc(Cc2nc3ccccc3n2Cc2ccccc2)cc1	?	-9	-5%	-22%	6%	-29%	i	?	-26%
COc1cc(-c2cc(NC=O)c3ncc(-c4ccc(F)cc4)n3c2)cc(OC)c1OC	?	-24	0%	-31%	.	?	?	.	-17%
NC(=O)C(c1ccc(Cl)cc1)c1ccc(Sc2ccccc2)nn1 (stereo unspecified)	?	-12	1%	-27%	2%	-7%	i	0%	-17%
O=[N+]([O-])c1ccc(NC2CCCC2)cc1	8%	-5	0%	7%	-1%	7%	?	11%	2%
CC(C)N=C(NC#N)SCc1ccccc1F	-1%	2	5%	10%	-1%	-3%	i	-18%	-3%
CCN(CC(=O)Nc1c(F)cccc1F)C(=O)c1ccc(C)c(S(=O)(=O)N2CCCCC2)c1	-2%	-21	-4%	0%	-196%[inhibitor]	2%	i	-17%	7%
Cc1ccccc1C(=O)c1cccn1CC(=O)N1CCCCCC1	11%	-16	-3%	1%	-1%	11%	i	4%	1%
CCN(CC(=O)N(CC(C)C)c1c(N)n(CC(C)C)c(=O)[nH]c1=O)Cc1nc2ccccc2c(=O)[nH]1	7%	3	6%	.	-8%	11%	.	-3%	-38%

4 entries already listed, sorted by number of heavy atoms, rising:
SMILES	HT1080 IDH1KD tx	IL1B secr inh	KB-3-1 cytotox	ATXN2 expr inh	SW480 rereplic	HT1080-NT tox	ATXN viability	MCF10A rereplic	HepG2 viability
Cc1ccc(Cl)cc1NC(=O)C1CC(=O)N(C(C)C)C1 (stereo unspecified)	?	18	22%	-10%	-1%	12%	i	20%	2%
Cc1ccccc1C(=O)c1cccn1CC(=O)N1CCCCCC1	11%	-16	-3%	1%	-1%	11%	i	4%	1%
COc1ccc(C#Cc2c(-c3ccsc3)oc3ccc(N4CCOCC4)cc23)cc1	5%	-8	0%	0%	5%	-1%	i	16µM*	-28%
COc1ccnc(Oc2cccc(C(F)(F)F)c2)c1C(=O)N/C=N/OCc1ccccc1F	?	-59*	0%	?	-6%	-19%	i	13%	-23%

Carrying on.
SMILES	HT1080 IDH1KD tx	IL1B secr inh	KB-3-1 cytotox	ATXN2 expr inh	SW480 rereplic	HT1080-NT tox	ATXN viability	MCF10A rereplic	HepG2 viability
COc1cc2cc(CN(CCCO)S(=O)(=O)c3ccccc3)c(=O)[nH]c2cc1OC	0%	2	13%	3%	-11%	-6%	?	1%	8%
O=C(NCCc1nnc2ccccn12)c1cccs1	7%	6	-4%	.	-1%	0%	i	?	-27%
COc1ccc(Nc2nc(N)nc(C(F)(F)F)n2)c(OC)c1	1%	-6	2%	4%	5%	17%	i	12%	-37%
Cn1cc(C2N3CC4(C)CN2CC(C)(C3)C4=O)c2ccccc21 (stereo unspecified)	0%	-2	7%	-1%	-47%[inhibitor]	-7%	i	?	13%
Cc1ccc(OCC(=O)NC(=S)Nc2cccc(NC(=O)c3ccccc3)c2)cc1	0%	-3	9%	-37%	2%	6%	?	15µM*	-8%
COc1ccc(C(c2nnnn2Cc2ccc(F)cc2)N2CCN(c3ccccc3)CC2)cc1 (stereo unspecified)	-15%	-20	-19%	-2%	6%	-8%	i	23%	21%
COC(=O)Nc1ccc(S(=O)(=O)N(C)CC(F)(F)C(F)F)cc1	-4%	3	7%	-24%	-6%	-1%	?	0%	6%
O=C(c1cccc(S(=O)(=O)N2CCOCC2)c1)N1CCN(c2ncccn2)CC1	7%	-5	-1%	.	.	6%	i	.	7%
COC(=O)C1=C(C)NC(C)=C([N+](=O)[O-])C1c1ccccc1C(F)(F)F (stereo unspecified)	-20%&-24%	-12&12	-2%&0%	-4%&-23%	27%&-12%&-18%	-16%&-2%	i	?	-14%&-28%
CC(=O)N(c1ccc2oc(=O)sc2c1)S(=O)(=O)c1cccc2cccnc12	-15%	1	5%	-24%	-5%	-21%	i	15%	0%
COc1ccc2cc(C=O)n(C)c2c1	13%	21	21%	?	-2%	0%	i	0%	-10%

Some entries already given, limited to HepG2 viability:
molecule	HepG2 viability
COc1cc2cc(CN(CCCO)S(=O)(=O)c3ccccc3)c(=O)[nH]c2cc1OC	8%
O=C(NCCc1nnc2ccccn12)c1cccs1	-27%

Individual results from the results shown:
Nc1ncccc1OCc1ccc(Cl)c(Cl)c1 @ MCF10A rereplic: 11%
Cc1ccccc1C(=O)c1cccn1CC(=O)N1CCCCCC1 @ HT1080 IDH1KD tx: 11%
